Source: PubChem (several laboratories)
ABHD4 inh: ABHD4 inhibitors, primary screen, biochemical, fluorescence polarization, mouse; purified mABHD4, FP-Rh probe fluorescence polarization; 0.54% of 370,000 active; inhibition, % at 8.92 µM; (Lyso)-N-acylphosphatidylethanolamine lipase (Mus musculus), Q8VD66; AID 720543, 2013;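 active = inhibition exceeding the mean over every tested compound plus 3 SD, cut at about 30% in these data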;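 note: 0% = plate median of compound wells and 100% = S159A mutant with DMSO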
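Material: mouse ABHD4 enzyme, wild type; Benchmarks: S159A mutant high control, sample median low control; Buffer or medium: HEPES pH 7.0, NaCl, Pluronic buffer; Signal: fluorescence polarization; Read-out: percent inhibition of probe binding, normalized to plate controls; Timing: pre-incubation 45 min, probe exposure 60 min, at 25 °C; Dosing: 8.92 µM, single dose.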
HTRA1 inh: HTRA1 serine protease inhibitors, primary screen, biochemical, fluorescence polarization, HTS; Q92743; inhibition, % at 5.96 µM; recombinant HTRA1, FP-rhodamine activity-based probe; 0.5% of 340,000 active; in the data active = inhibition above about 36%;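 note: 0% = enzyme with DMSO and 100% = wells lacking enzyme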
TCR-CD3 inh: inhibitors of human TCR-CD3 interaction, primary screen, biochemical, fluorescence, TAMRA-labeled TCR probe | AID 651800, 2012 | inhibition, % at 9.4 µM | T-cell receptor (TCR) | 0.37% of 360,000 active; in the data active = inhibition above about 19%;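 note: recombinant mutant TCR 2C K166C tagged with TAMRA read by polarization; 0% = receptor in buffer alone and 100% = receptor with positive control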
MBD2 DNA inh: inhibitors of MBD2 binding to methylated DNA, primary screen, biochemical, TR-FRET, DNA-binding domain, human. MBD2 binding to methylated oligonucleotide. inhibition, % at 4.4 µM. 0.31% of 370,000 active; in the data active = inhibition above about 13%
Target sequence (Q9UBB5 whole entry, looked up, the tested form may be a part): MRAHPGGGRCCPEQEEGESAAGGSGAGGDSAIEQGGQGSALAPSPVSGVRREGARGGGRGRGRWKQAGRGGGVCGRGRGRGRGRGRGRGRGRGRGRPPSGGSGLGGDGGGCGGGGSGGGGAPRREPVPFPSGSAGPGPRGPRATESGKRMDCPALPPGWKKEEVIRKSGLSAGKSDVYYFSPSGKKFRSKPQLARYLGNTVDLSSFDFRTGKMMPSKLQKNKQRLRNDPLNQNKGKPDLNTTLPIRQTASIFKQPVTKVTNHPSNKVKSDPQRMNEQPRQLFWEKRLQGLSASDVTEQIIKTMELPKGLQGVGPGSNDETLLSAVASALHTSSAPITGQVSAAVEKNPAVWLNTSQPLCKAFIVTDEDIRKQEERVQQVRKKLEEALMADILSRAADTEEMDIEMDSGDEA
PG9 binder: binders of HIV-1 gp120 antibody PG9, primary screen, biochemical, TR-FRET. HIV-1 gp120 / PG9 antibody interaction. TR-FRET gp120-PG9 antibody binding. inhibition, % at 6.7 µM. 0.43% of 360,000 active; in the data active = inhibition above about 8.5%
UHRF1 MBD2 ctr: UHRF1 methylated DNA binding inhibitors, primary screen, counter-screen for MBD2 inhibitor project, biochemical, TR-FRET, human UHRF1, single concentration; AID 687016, 2013; inhibition, % at 4.4 µM; E3 ubiquitin-protein ligase UHRF1 (Homo sapiens), Q96T88; 0.75% of 370,000 active; UHRF1 binding to methylated oligo; in the data active = inhibition above about 21%;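 note: UHRF1 SRA domain binding a hemimethylated CpG hairpin DNA probe; 0% = median of test compound wells and 100% = reference inhibitor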
Rev-erbA mod: modulators of Rev-erb alpha DNA binding, primary screen, biochemical, FITC-DNA, fluorescence polarization, uHTS; Nuclear receptor subfamily 1 group D member 1 (Homo sapiens), P20393; Rev-erbα–FITC-DNA binding, 90 min; activity, % at 10 µM; 0.79% of 370,000 active; AID 1259318, 2017;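 active = activity above about 14%, limit read from the data; passing the limit was not always enough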;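 note: 0% = DMSO wells with 35 nM protein and 100% = DMSO wells with 750 nM protein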
Target sequence (P20393 whole entry, looked up): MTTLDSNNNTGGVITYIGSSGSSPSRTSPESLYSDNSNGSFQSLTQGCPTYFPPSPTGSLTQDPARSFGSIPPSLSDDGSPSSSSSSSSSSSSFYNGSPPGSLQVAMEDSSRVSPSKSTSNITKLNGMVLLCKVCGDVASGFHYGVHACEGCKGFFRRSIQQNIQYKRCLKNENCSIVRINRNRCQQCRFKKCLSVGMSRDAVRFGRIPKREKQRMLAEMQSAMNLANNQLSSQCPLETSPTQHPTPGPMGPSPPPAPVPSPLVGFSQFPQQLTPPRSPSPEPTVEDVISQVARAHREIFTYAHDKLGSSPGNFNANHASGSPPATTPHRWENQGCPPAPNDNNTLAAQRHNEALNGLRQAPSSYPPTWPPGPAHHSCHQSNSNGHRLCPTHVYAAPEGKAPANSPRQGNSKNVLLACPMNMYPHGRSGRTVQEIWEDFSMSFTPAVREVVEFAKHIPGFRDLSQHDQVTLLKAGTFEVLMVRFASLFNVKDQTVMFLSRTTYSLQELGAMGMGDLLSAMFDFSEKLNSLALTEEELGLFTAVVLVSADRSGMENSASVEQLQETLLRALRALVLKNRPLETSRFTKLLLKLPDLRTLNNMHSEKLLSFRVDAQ
LEDGF integ inh: blockers of LEDGF/p75-dependent integrase strand transfer – biochemical, TR-FRET, high throughput, primary screen; HIV-1 integrase (with human LEDGF/p75); TR-FRET IN-LEDGF/p75 DNA integration, Eu/Cy5; inhibition, % at 3.7 µM; 0.64% of 370,000 active; AID 743269, 2014;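 active = inhibition above the screen-wide mean plus 3 SD, cut at about 13% in these data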;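 note: signal is the Cy5 over europium emission ratio at 671 and 618 nm; 0% = plate median of compound wells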
rCAG RNA binder: binders of r(CAG) RNA repeats, primary screen, biochemical, fluorescence; AID 651821, 2012; 1.3% of 370,000 active; r(CAG) RNA repeat, TO-PRO-1 dye displacement fluorescence; inhibition, % at 3 µM;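 active = inhibition above the plate cutoff, the mean of all test compounds on that plate plus 3 SD, cut at about 35% in these data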;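 note: 0% = DMSO alone and 100% = 100 µM mitoxantrone as full dye displacement; higher means more dye released from RNA so lower well fluorescence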
PRMT1 inh: PRMT1 methyltransferase inhibitors, primary screen, biochemical, fluorescence polarization; Protein arginine N-methyltransferase 1 (Homo sapiens), Q99873; recombinant PRMT1, activity-based probe fluorescence polarization; inhibition, % at 2.79 µM; 1.3% of 370,000 active; AID 652257, 2013;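 active = inhibition above about 21% made by adding two undisclosed values, limit read from the data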
An asterisk follows results filed as active; / = not tested or not shown. An excerpt, so the mix of outcomes need not match the whole.

structure,ABHD4 inh,HTRA1 inh,TCR-CD3 inh,MBD2 DNA inh,PG9 binder,UHRF1 MBD2 ctr,Rev-erbA mod,LEDGF integ inh,rCAG RNA binder,PRMT1 inh
O=C1c2ccccc2C(=O)N1CCCc1cn(C[C@H]2CC[C@@H]([C@@H]3CC[C@H](Cn4cc(CCCN5C(=O)c6ccccc6C5=O)nn4)O3)O2)nn1,-2,1,7,3,-2.4,0,-2,2,-7,-1
CN(C)/C=N/c1ncc(-c2ncc(C(F)(F)F)cc2Cl)cn1,1,0,-2,-6,-3.6,0,4,6,1,-4
Fc1ccc(COc2ccccc2C(=S)N2CCCC2)cc1,2,-3,9,1,-0.7,1,1,2,3,6
C/C(=N\NS(C)(=O)=O)c1ccc(C)cc1,0,4,-1,2,0.8,1,1,0,3,1
CC1(Oc2ccc(CC#N)cc2)CCN(Cc2ccc(-n3ccnc3)cc2)C1 (configuration not stated),0,/,-8,3,-2.3,0,1,3,1,-5
COC(=O)CN1C(=O)[C@H]2[C@@H](c3ccc(C)o3)N3C(=O)CN(CCO)C(=O)[C@@]3(Cc3ccccc3)[C@H]2C1=O,-2,-5,-1,4,-1.6,1,2,2,0,1
CCN(CC(=O)Nc1ccc2c(c1)OCCO2)C(=O)C(C)Oc1ccc(Cl)cc1 (configuration not stated),3,6,4,1,-0.3,0,0,-3,-6,0
COc1ccc(-c2noc(CCCC(=O)NC3CCCC3)n2)cc1,3,-4,8,-8,-2.3,-1,4,5,-3,-1
COc1ccc(S(=O)(=O)Nc2ccccc2C(=O)NC2CC2)cc1NC(C)=O,1,1,-4,-3,1.9,1,6,-5,4,-1
Cc1onc(-c2ccccc2)c1C(=O)N/N=C/c1cc(Br)c(Br)o1,-14,30,4,-1,-1.3,0,-1,-2,1,0
c1ccc(CSc2ncnc3c2ncn3C2CCCCO2)cc1 (configuration not stated),1,-4,-3,1,-3.1,3,6,1,0,0
COc1ccc(S(=O)(=O)NCc2csc(C)n2)cc1OC,-6,-6,6,3,-0.1,-2,2,1,-2,-2
Cn1nc(C(F)(F)F)c(/C=N/OC(=O)c2ccccc2)c1SCc1ccc(Cl)cc1,-1,2,2,-1,1.9,-2,7,-1,0,-1
O=C1O[C@H]([C@@H](O)CO)C(O)=C1O,0,2,0,0,0.0,8,6,-1,-2,5
COc1ccc(C(=O)C(OC(=O)c2ccc(C)c(NC(C)=O)c2)c2ccccc2)cc1 (configuration not stated),-16,-27,-3,-3,2.5,0,6,-2,4,3
COc1ccccc1N(CC(=O)N1CCCCCC1)S(C)(=O)=O,5,-5,-2,0,0.3,1,0,-2,-3,-4
COc1ccc(OCC(=O)Nc2ccc(C(=O)Nc3ccccc3C(=O)O)cc2)cc1,-16,-21,6,2,-0.7,0,-5,1,73*,15
Cc1ccc(N2C(=O)CS(=O)(=O)CC2=O)cc1,1,/,5,3,-0.9,0,-4,1,11,2
Cc1cccnc1NC(=O)C1CC(=O)N(c2ccc3c(c2)OCCO3)C1 (configuration not stated),2,0,4,1,-0.3,0,1,0,-2,0
C[C@@H]1CN([C@H](C)CO)C(=O)c2cc(Br)cnc2O[C@@H]1CN(C)C(=O)c1ccccc1,-5,4,-2,5,-2.2,3,1,2,1,-1
COc1ccc(-c2c(-c3ccccc3OC)sc3ccccc23)cc1,-5,-23,6,-1,-0.3,-5,5,-3,1,0
O=C(Nc1ccncc1)c1ccc2c(c1)OCCO2,-1,-6,2,-4,0.4,1,7,-3,4,3
CCCN(CCC)Cc1cc(=O)oc2cc(OC)c(Cl)cc12,5,/,-5,3,0.7,-4,-8,4,10,-1
O=C(O)c1ccccc1Nc1ccccc1,5,3,-1,1,-1.7,6,1,1,3,4
CCSc1nnc(-c2ccccc2NC(C)=O)c(=O)[nH]1,5,10,-1,2,-1.5,-1,4,2,2,-3
CC(c1nc2ccccc2[nH]1)n1c(-c2ccncc2)nc2ccccc21 (configuration not stated),-8,/,5,-2,0.8,-4,-6,0,3,-6
CCOc1ccc(CCNc2nc3ccc(C)cc3n3cnnc23)cc1OCC,-1,-5,-4,-1,1.1,2,2,-3,-1,2
COc1ccc(OCC(O)CNC(=O)c2ccccc2)cc1 (configuration not stated),5,5,2,-3,-0.2,1,-4,-2,-2,1
CCOCC(=O)Nc1nnc(C)s1,-1,6,0,-5,1.3,-1,1,0,0,0
CCN(CC)c1ccc(NC(=O)c2[nH]c(C)c(C(C)=O)c2C)c(C)c1,3,-2,0,-5,-5.3,4,2,-3,-1,3
COc1ccc(-n2nnc3c(SC(C(C)=O)C(=O)N(C)C)ncnc32)cc1 (configuration not stated),4,2,-2,0,0.4,1,-7,0,-2,7
CCOC(=O)C1=C(COC(=O)[C@@H]2CCCN2S(=O)(=O)c2ccc(C)cc2)NC(=O)NC1C (some centres not stated),-2,5,-2,-5,-0.4,2,-3,0,-6,2
COc1cc(C(C(=O)NC(C)(C)C)N(Cc2ccccc2)C(=O)c2cnccn2)cc(OC)c1OC (configuration not stated),6,-5,1,1,0.1,2,-1,1,-3,-1
COc1ccc(-n2c(C)cc(/C=N/Nc3nc(N4CCOCC4)nc(N4CCOCC4)n3)c2C)cc1,1,-1,5,-1,-1.3,0,-3,-1,3,0
CC(=O)Nc1ccc([N+](=O)[O-])cn1,-9,8,-3,3,-0.2,8,-1,-4,3,4
O=[N+]([O-])c1ccc(Cl)c(CN2CCC(O)CC2)c1,5,1,1,-1,-1.2,-1,1,0,-1,0
O=C(NCc1ccncc1)c1ccc(Cl)c(S(=O)(=O)N2CCCCC2)c1,1,0,-4,6,0.7,-1,1,0,-3,0
COc1ccc(NC(=O)N(C)[C@H]2C[C@H]3c4[nH]c5ccccc5c4CCN3C(=O)[C@H]2[C@H](C)O)cc1,4,-4,-2,-4,-2.8,-4,6,1,4,1
Nc1nc(-c2ccc3c(c2)CCCC3)c(CC(=O)O)s1,2,-6,-5,-5,-2.1,0,3,-2,9,-1
CCCOc1ccc(/C=N/NC(=O)CN2CCCCC2)cc1OCC,3,0,-1,1,-2.1,-1,-6,-3,-10,-5
CCN(CC)C(=O)COc1ccc2c3c(c(=O)oc2c1)CCCC3,8,3,6,-1,-1.0,1,-2,-3,-3,1
Cc1ccccc1NC(=O)CSc1nnc(Cc2ccccc2)o1,-6,0,7,-4,-0.3,-1,-1,-2,-4,5
O=C(O)c1cc(-c2ccc(N3CCOCC3)cc2)nn1-c1ccccc1Cl,7,6,1,2,-1.2,1,0,-3,7,-2
C[C@H](NS(=O)(=O)c1ccccc1F)C(=O)OCC(=O)N1CCc2ccccc21,-3,4,-1,17*,1.4,-1,11,-3,0,-2
CCOC(=O)Nc1cc(NC(=O)OCC)c(C)nc1C,-1,-1,-10,6,0.3,19,3,0,-2,3
COc1ccc(SCc2noc(C(=O)NCC3CCCO3)c2C(=O)O)cc1 (configuration not stated),0,-1,-4,-2,-0.1,3,-7,-1,6,3
COc1cc(NC(=O)C2CCCCC2)c2ncccc2c1,-14,-16,5,-5,-0.3,-2,2,1,1,-2
O=C(Cn1c(=O)n(CC2CCCO2)c(=O)c2ccccc21)c1ccc(Cl)c(Cl)c1 (configuration not stated),-1,-5,4,1,5.0,1,27*,1,2,-5
O=C1CCc2cc(S(=O)(=O)Nc3ccccc3)cc3c2N1CCC3,2,2,2,-2,1.5,1,3,-2,-3,-1
CN(CC(=O)Nc1ccccc1Cl)CC(=O)N1CCc2ccccc21,-1,-4,2,-4,0.8,-2,4,1,1,1
N#CCCCn1c(=O)oc2ccccc21,0,3,-6,5,-1.4,11,-4,-2,-1,0
O=C(NCCc1c[nH]c2ccccc12)OCc1cn(-c2cccc(Cl)c2)nn1,-4,/,/,5,/,3,4,0,4,0
CCOC(=O)c1sc2nc(C)nc(NCCc3ccc(S(N)(=O)=O)cc3)c2c1C,5,-2,2,-5,18*,-1,40*,1,1,-2
Cc1cc(C)c(C(CC(=O)c2cccs2)C(C#N)C#N)c(C)c1 (configuration not stated),-7,-54,-5,6,0.3,5,5,3,7,3
O=C1NC(c2ccncc2)C(C(=O)c2cccs2)C(O)(C(F)(F)F)N1 (configuration not stated),4,10,-7,1,1.1,4,1,-6,-1,6
CCc1ccc(NC(=O)C2CCN(C(=O)[C@@H]3Cc4ccccc4CN3)CC2)cc1,6,3,0,4,5.0,-1,-4,2,-5,0
CCOC(=O)c1[nH]c(C)c(C(=O)OCC(=O)NC2CCS(=O)(=O)C2)c1C (configuration not stated),-1,4,-4,2,0.7,4,4,-6,-7,4
NS(=O)(=O)c1ccc(NC(=O)COC(=O)c2cc([N+](=O)[O-])ccc2Cl)cc1,-4,8,6,-4,-0.8,-2,-2,1,3,-1
C=CCN(c1ccccc1)S(=O)(=O)c1cccc(C(=O)OCC(=O)NC2CC2)c1,1,-7,7,1,-3.1,0,2,1,-5,0
Cn1nnnc1Sc1ccc([N+](=O)[O-])cc1Cl,-1,3,-1,0,-1.7,-1,1,1,1,1

Next structures.
structure,ABHD4 inh,HTRA1 inh,TCR-CD3 inh,MBD2 DNA inh,PG9 binder,UHRF1 MBD2 ctr,Rev-erbA mod,LEDGF integ inh,rCAG RNA binder,PRMT1 inh
Cc1ccc(S(=O)(=O)N2CCC(C(N)=O)CC2)cc1[N+](=O)[O-],-2,3,1,2,-1.5,5,-5,1,3,-1
O=C(Nc1ccc(F)cc1)c1ccc2[nH]c(=O)c(=O)[nH]c2c1,3,0,2,1,-3.6,-2,2,-1,3,-4
CC(C(=O)N1CCc2ccccc21)N1CCN(c2ccccn2)CC1 (configuration not stated),-5,-4,2,-5,2.2,-2,-4,2,-2,0
COc1ccccc1NC(=O)CCNC(=O)c1ccc(C)cc1,3,-4,-2,0,-0.2,-1,2,-2,-3,3
Cc1ccc(N2C(=O)C(NC(=O)c3c(F)cccc3F)(C(F)(F)F)C3=C2CC(C)(C)CC3=O)cc1 (configuration not stated),-1,-1,0,2,-2.5,5,4,3,-3,4
O=C(NC(C1CC1)C1CC1)C1CCC(=O)N(CCCN2CCCC2=O)C1 (configuration not stated),7,1,0,8,2.3,0,-5,1,-2,7
O=C(N/N=C/c1cccnc1)c1cccc(F)c1,-1,2,2,0,-0.4,4,1,2,-2,-5
